# Apoferritin bind – candidate novel general anesthetic via apoferritin binding; P02791; apoferritin/1-aminoanthracene competitive binding, fluorescence; Potency, µM (doses to about 77.5 µM), for inactives: top-dose activity change, negative = displacement, actives largely listed as inhibitors; 0.074% of 350,000 active; AID 485281; further: potency means the concentration at half of the fitted maximal effect; on the % scale 0 is the no-effect control and ±100 the full control effect; nearly all actives have a fitted effect of over 20% in size
# Target sequence (P02791 2-175 limits assumed): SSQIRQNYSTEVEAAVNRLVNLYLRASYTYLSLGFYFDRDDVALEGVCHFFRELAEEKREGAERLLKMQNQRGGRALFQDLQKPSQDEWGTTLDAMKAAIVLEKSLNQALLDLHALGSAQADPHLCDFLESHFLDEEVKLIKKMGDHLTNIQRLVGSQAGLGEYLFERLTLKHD
#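 10 uM apoferritin + 50% sat. 1-AMA, PBS; cpd 10 min RT; Ex380/Em535 endpoint; normalized to free probe vs complex; 4-param Hill fit; propofol titration as pos. ctrl.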
# D1 PAM – enhances dopamine response at the human D1 receptor | HEK293 TREx D1 cells, calcium flux, dopamine EC20 potentiation | AID 504651 | P21728 | 0.036% of 360,000 active | potentiation, % at 10 µM; in the data active means potentiation above about 30%; further: 0% is about no effect
# TRHR agonist – TRH receptor (human) agonism | 0.18% of 360,000 active | activation, % at 2 µM | AID 493084 | TRHR cells, calcium flux fluo-8, FDSS agonist mode; in the data active means activation above about 30%; further: 0% is about no effect
#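 Steps: seed TRHR cells overnight; add fluo-8 no-wash Ca dye, RT 30 min–1.5 h; record 10 s baseline; pin-transfer compounds; monitor fluorescence 1 cycle/s for the agonist window. Calcium increases flag candidate agonists.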
# TRHR PAM – TRH receptor (human) allosteric enhancement | P34981 | TRHR cells, fluo-8 calcium fluorescence, EC20 TRH enhancement | enhancement, % at 2 µM | 0.66% of 360,000 active; in the data active means enhancement above about 30%; further: 0% is about no effect
#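 TRHR-expressing cells loaded with fluo-8 calcium dye were read kinetically (ex 480/em 530) during compound addition, then stimulated with an EC20 of TRH (10 nM final). Enhancement of the Gq-mediated intracellular calcium response was scored.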
# RXFP1 agonist – RXFP1 (human) receptor agonism | AID 2676 | Potency, µM (series often up to 57.5 µM), for inactives: at the top dose activation, usual class: activators | HEK293T-RXFP1 cAMP TR-FRET, 30 min; response scale: percent of porcine relaxin response, buffer zero | 0.3% of 370,000 active | Q9HBX9; further: potency means the concentration at half of the fitted maximal effect; on the % scale 0 is the no-effect control and ±100 the full control effect; nearly all actives have a fitted effect of over 60% in size; many of its hits are not listed in these tables
# Target sequence (Q9HBX9 whole entry, looked up): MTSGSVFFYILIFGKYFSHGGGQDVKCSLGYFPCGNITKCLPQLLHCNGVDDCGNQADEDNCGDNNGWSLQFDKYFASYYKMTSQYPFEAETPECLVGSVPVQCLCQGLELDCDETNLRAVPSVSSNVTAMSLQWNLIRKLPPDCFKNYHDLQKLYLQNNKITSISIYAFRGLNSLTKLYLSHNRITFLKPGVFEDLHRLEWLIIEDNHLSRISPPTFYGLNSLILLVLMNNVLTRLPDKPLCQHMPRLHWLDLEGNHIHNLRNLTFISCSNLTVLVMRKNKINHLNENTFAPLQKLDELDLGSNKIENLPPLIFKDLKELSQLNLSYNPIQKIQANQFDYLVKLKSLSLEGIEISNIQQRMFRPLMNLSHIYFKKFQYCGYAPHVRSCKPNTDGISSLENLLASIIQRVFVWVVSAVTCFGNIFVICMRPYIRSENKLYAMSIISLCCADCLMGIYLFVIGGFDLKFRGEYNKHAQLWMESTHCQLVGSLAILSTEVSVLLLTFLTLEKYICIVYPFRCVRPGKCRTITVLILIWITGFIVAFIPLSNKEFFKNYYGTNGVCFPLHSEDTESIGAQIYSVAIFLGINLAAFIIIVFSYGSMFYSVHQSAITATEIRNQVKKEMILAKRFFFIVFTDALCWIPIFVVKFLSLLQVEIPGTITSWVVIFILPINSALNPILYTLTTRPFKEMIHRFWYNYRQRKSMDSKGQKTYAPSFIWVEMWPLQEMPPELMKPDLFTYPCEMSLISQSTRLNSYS
#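 HEK293 cells stably expressing RXFP1, treated 30 min at 37C with compounds plus PDE4 inhibitor Ro 20174; cAMP measured by HTRF TR-FRET. Normalized to buffer and 29 nM porcine relaxin; EC50 by Hill fit.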
# D1 antag – blocks dopamine activation of the human D1 receptor. P21728. HEK293 TREx D1 cells, calcium flux, dopamine EC80; active compounds read low. activity change, negative = inhibition, % at 10 µM. 3.2% of 360,000 active. AID 504652; in the data active means activity change below about -30%; further: on the % scale 0 is the no-effect control and ±100 the full control effect
#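 Cells carrying a force-coupled, tetracycline-inducible human D1 receptor report calcium flux. Each well gets a 10 s baseline, compound with 180 s monitoring, then an EC80 dopamine stimulus with a second 180 s kinetic read.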
# D1 ag – agonists of human D1 dopamine receptor; HEK293 T-REx D1 cells, calcium flux, agonist mode; AID 504660; P21728; activation, % at 2 µM; 1% of 360,000 active; in the data active means activation above about 30%; further: 0% is about no effect
#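 Tetracycline-induced HEK293 TREx D1 cells, force-coupled to calcium signalling, were dye-loaded with a no-wash calcium kit. Compound was pin-added after a 10 s baseline. Fluorescence was read kinetically at 1 cycle/s for 180 s, with calcium rises flagged as agonism.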
# RXFP1 antag – blocks the human relaxin receptor RXFP1 | Q9HBX9 | HEK293-RXFP1, relaxin-stimulated cAMP HTRF, 30 min; active compounds read low | activity change, negative = inhibition, % at 57.5 µM | 0.59% of 350,000 active | AID 1259400;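 active means activity change of -60% or lower, but not beyond a set lower limit; inconclusive means change between -60% and -40%, or beyond the set limit; inactive means change above -40%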; further: on the % scale 0 is the no-effect control and ±100 the full control effect
# D2 PAM – positively modulates the human D2 dopamine receptor allosterically; P14416; 0.34% of 340,000 active; potentiation, % at 10 µM; HEK293 T-REx D2, calcium flux, EC20 dopamine potentiation;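 active means potentiation over 3 SD above the plate norm, cut at about 30% in these data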; further: 0% is about no effect
#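 Using a no-wash calcium dye in inducible, force-coupled HEK293 Trex cells expressing D2, we tracked fluorescence each second for 180 s after compound, then for 180 s after EC20 dopamine to detect augmented signalling.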
# * hit, by the source's call; ? = inconclusive; · = no result given; & = joins results of further samples; [ ] = remark or other dose. Unless noted, the call rests on the fitted dose curve; in most records, active means well fitted curve in the direction sought with a large enough effect; inconclusive means small, poorly fitted or top-dose-only effect, or another doubt; inactive means no such curve, though single readings can be large; an effect the other way counts as inactive or inconclusive.
# Values run as follows: D1 antag	RXFP1 agonist	Apoferritin bind	TRHR agonist	D1 ag	D1 PAM	RXFP1 antag	D2 PAM	TRHR PAM
COc1ccc(OC)c(NC(=O)c2cn3c4c(ccc(Cl)c4c2=O)OC(C)C3)c1 (configuration not stated)
  6.1	?	-9.4%	0.6	-0.1	-0.7	-10.6	0.1	11.2
CC(=O)c1sc(-c2ccccc2)cc1N
  -1.2	?	-10.3%	-0.3	1.2	-3.1	-2.0	-3.6	2.4
CCOc1cc(CNn2cnnc2)cc(Br)c1OCC(=O)NC1CCCCC1
  -0.8	0.4%	14.6%	-0.3	6.9	-7.0	2.9	6.0	-1.5
O=C(Cn1c(C(F)(F)F)nc2ccccc21)Nc1ccccc1N1CCOCC1
  4.4	-1.1%	-11.7%	-0.8	-0.6	-7.1	0.4	2.9	-1.7
O=C(NC1CC1)C1CCN(C2CCN(C(=O)/C=C/c3cccs3)CC2)CC1
  -4.0	0.2%	-7.2%	0.1	1.4	-5.5	-11.8	13.3	8.6
COc1ccc(NC(=O)CN(C)C(=O)c2ccccc2Sc2ncnc3sc(C)c(C)c23)cc1
  -11.6	6.2%	·	-0.6	8.1	-0.8	-8.6	5.5	-4.0
COc1ccc(Cl)cc1S(=O)(=O)Nc1ccncc1
  9.3	1.4%	-3.0%	0.1	2.3	-1.9	-5.2	4.6	-1.7
CCOc1ccccc1-c1nc(-c2ccc(NC(=O)Cc3ccccc3OC)cc2)no1
  -3.3	0.1%	48.4%[activator]	2.1	10.8	-2.5	-11.8	·	2.8
COC(=O)c1ccccc1NC(=O)C1CCN(C(=O)N2CC(C)Oc3ccccc32)CC1 (configuration not stated)
  -1.8	-0.7%	-12.0%	-0.2	-0.3	-2.0	-4.6	-6.7	9.2
COc1ccc(NC(=O)CSc2nnc(-c3ccco3)n2N)cc1Cl
  0.3	3.6%	-0.4%	-0.3	0.4	1.0	8.8	-0.2	-4.0
Cc1ccc(S(=O)(=O)N2CCCCC2)cc1NC(=S)NC(=O)c1ccco1
  -8.0	-2.6%	-14.7%	0.9	4.3	0.4	-5.8	3.3	0.2
CCN(CC)S(=O)(=O)c1ccc(S(=O)(=O)N2CCC(N3CCCCC3)CC2)cc1
  4.3	1.6%	0.9%	0.0	-0.7	7.3	-4.1	-8.0	6.6
Cc1ccc(S(=O)(=O)Nc2nsc(N)n2)cc1
  -2.8	-0.4%	-7.3%	1.3	1.0	11.6	3.5	12.2	0.8
O=C(NCCc1ccccc1)C1CCC(CNc2nc(=S)[nH]c3ccccc23)CC1 (configuration not stated)
  2.8	15.3%	-5.8%	0.1	4.4	1.5	-0.6	0.0	-0.1
CCOC(=O)c1c(S(=O)(=O)NCC(=O)N2CCN(c3ccccc3)CC2)c(C)n(C)c1C
  8.3&9.4	-0.2%&3.8%	?	-0.5&-1.1	2.3&1.4	-0.7&-0.1	-28.5&-5.8	-5.8	-4.7&-0.2
N#Cc1ccc(C(=O)N(Cc2ccccc2)c2ccccc2)cc1
  -8.4	-3.8%	-1.1%	-1.9	6.5	-6.7	24.6	6.2	-2.8
CC(=O)N1c2c(cc(Br)cc2S(=O)(=O)NCc2ccccc2)CC1C (configuration not stated)
  -17.7	0.3%	-5.5%	-0.6	5.3	-7.0	10.3	·	7.8
COCCn1c(-c2ccc(-c3ccccc3Cl)o2)nc2c1c(=O)[nH]c(=O)n2CC(C)C
  10.3	2.7%	-15.0%	0.1	-1.2	4.3	-4.1	-1.3	-7.5
CCc1sc(NC(=O)CCC(=O)O)nc1-c1cc2ccccc2oc1=O
  -11.2	6.6%	-9.7%	0.5	2.3	-9.0	-0.9	-5.7	-6.4
Cc1cccc(CNC(=O)c2ccc3oc(=O)n(Cc4ccccc4)c3c2)c1
  2.5	-1.1%	-8.2%	1.4	14.5	0.6	·	-1.2	-3.6
Cc1ccc(Oc2nc3ccccc3n3c(C)nnc23)c(C)c1
  -8.5	3.5%	1.7%	0.4	1.6	-3.6	-5.7	3.8	0.6
Nc1ccc(S(=O)(=O)Nc2nccc(/C=C/c3cccc(Br)c3)n2)cc1
  3.8	16.4%	-16.0%	-1.4	0.2	·	-34.5	7.7	1.5
O=C(CCl)Oc1ccc2occ(C(=O)c3cccs3)c2c1
  -6.2	-2.3%	?	-1.0	1.3	-1.8	-3.4	-9.7	8.8
CCC(c1nnnn1C(C)(C)C)N1CCN(c2cc(Cl)ccc2C)CC1 (configuration not stated)
  25.5	0.5%	-17.6%	0.3	3.2	4.2	-9.2	-0.3	0.9
COc1cc(/C=N/Nc2nc3ccccc3[nH]2)cc(OC)c1O
  -6.4	-1.5%	-4.9%	-0.3	1.0	-3.9	1.7	·	-0.8
CC1(C)CC(=O)c2cc(OCC(=O)NCCN3CCOCC3)ccc2O1
  -19.3	5.6%	215.1%[activator]	0.8	1.4	0.3	4.8	·	-2.6
Cc1ccc2c(c1)c1c3n2CCN(C(=O)c2cccc(C(F)(F)F)c2)C3CCC1 (configuration not stated)
  10.4	1.6%	4.2%	1.2	0.1	0.4	?	-2.6	0.5
CC1CCN(C(=O)CN(C2CCCCC2)S(C)(=O)=O)CC1
  2.7	0.5%	5.4%	-0.5	3.9	11.2	-0.2	1.7	-1.0
Cc1ccc(NC(=O)CN(C)S(=O)(=O)c2cccc3nsnc23)cc1C
  5.6	0.3%	-17.5%	-0.2	2.0	-4.3	-6.9	6.1	2.1
Cc1c(Cl)ccc(S(=O)(=O)Nc2cccnc2)c1Cl
  -3.1	2.5%	-11.6%	1.1	3.8	5.6	1.8	7.4	-3.0

# 3 entries out of the list above, ordered by the value under D1 PAM, low to high.
structure | D1 PAM
CCOc1ccccc1-c1nc(-c2ccc(NC(=O)Cc3ccccc3OC)cc2)no1 | -2.5
Cc1cccc(CNC(=O)c2ccc3oc(=O)n(Cc4ccccc4)c3c2)c1 | 0.6
CC1CCN(C(=O)CN(C2CCCCC2)S(C)(=O)=O)CC1 | 11.2

# Further structures.
# Values run as follows: D1 antag	RXFP1 agonist	Apoferritin bind	TRHR agonist	D1 ag	D1 PAM	RXFP1 antag	D2 PAM	TRHR PAM
Cn1c(SCc2cccc(F)c2)nnc1-c1cnccn1
  15.7	3.3%	5.6%	0.9	0.9	6.8	15.2	-6.5	-2.3
CCOC(=O)N1CCc2c(sc(NCc3cccc(F)c3)c2C(=O)Nc2ccc(OC)cc2)C1
  -6.9	1.0%	-9.1%	-0.6	-0.4	-5.2	-7.3	19.4	9.6
CC1=C(C(N)=O)C(c2cccs2)n2nc(-c3cccc(C)c3)nc2N1 (configuration not stated)
  7.0	2.2%	-21.4%	0.1	1.0	-6.9	-1.1	3.7	1.9
O=C(Cn1nnc(-c2ccccc2Cl)n1)N1CCCCC1
  -15.6	0.4%	?	-0.1	-1.4	-3.2	8.9	-3.3	-6.3
COC(=O)C(NC(=O)c1ccco1)(Nc1nc(C2CC2)cs1)C(F)(F)F (configuration not stated)
  -11.0	0.2%	-10.1%	-0.4	1.0	-1.1	0.8	-3.3	-1.9
O=C(O)c1cccc(C(=O)Nc2cccc(NC(=O)C3CCCO3)c2)c1 (configuration not stated)
  -12.4	1.6%	8.3%	0.0	3.5	-2.6	-5.1	-10.7	-5.2
O=C(COC(=O)C12CC3CC(CC(O)(C3)C1)C2)Nc1ccc(Br)cc1F
  -20.9	3.2%	·	0.1	1.0	-2.7	4.2	3.8	6.2
CCOC(=O)Cc1csc(NC(=O)CSc2nnc(Cc3csc(N)n3)n2C)n1
  -17.1	0.4%	-3.0%	0.1	3.4	4.3	15.9	-5.8	-2.3
COc1cc(=O)n(C)c2cc(N(C)C)ccc12
  11.9	0.0%	-5.6%	0.2	-0.6	2.2	0.4	-4.3	7.6
COc1ccc(C(=O)NC23CC4CC(CC(C4)C2)C3)cc1
  2.3	0.8%	-1.2%	0.5	0.2	-3.0	0.4	-3.2	0.3
Cc1cccc(NC(=O)CN2C(=O)S/C(=C\c3ccc(O)c([N+](=O)[O-])c3)C2=O)c1
  -0.7	0.1%	?	-0.1	-2.3	-9.2	4.4	18.5	6.3
Cc1cc(NC(=O)c2ccco2)c(=O)n(Cc2cccc(C(F)(F)F)c2)c1
  -28.7	6.9%	-2.2%	-0.4	4.0	-5.5	8.7	1.0	17.9
COc1nn(-c2ccccc2)c(=O)c(Cl)c1Cl
  -5.9	6.7%	-14.3%	-0.5	-0.2	-3.7	11.0	7.0	11.3
CCn1cc(C(=O)OCC(=O)c2cc(C)n(-c3ccc(OC(F)F)cc3)c2C)c(=O)c2ccc(C)nc21
  -32.3*	4.5%	-7.4%	0.3	0.5	-7.0	2.2	9.7	3.1
CCOc1ccc(NC(=O)C2C3CCC4C(CCC32)C4(Cl)Cl)cc1 (configuration not stated)
  ·	-1.6%	-10.7%	0.4	-2.6	-4.3	-9.0	10.2	-0.8
Cc1ccc(CNC(=O)C2CCCN(S(C)(=O)=O)C2)cc1 (configuration not stated)
  5.3	1.3%	-2.0%	0.1	0.8	-1.9	-9.8	1.1	3.9
COc1cccc(CC(NC(C)=O)C(=O)NC2CCN(C(=O)C3CC3)CC2)c1OC (configuration not stated)
  2.5	0.3%	-4.0%	0.7	2.0	1.0	2.0	2.6	3.3
Cc1nn(C)c(C)c1NC(=O)Nc1ccc(Cl)c(Cl)c1
  -1.4	-0.4%	1.7%	0.4	4.6	-3.0	-6.1	-2.1	2.2
CCN(CC)CCOC(=O)c1ccc2c(c1)OCCO2
  0.4	-0.9%	-1.3%	1.1	3.0	-2.4	-10.1	-8.8	-5.9
O=S(=O)(c1ccc(-c2ccon2)s1)N1CCN(c2ccccn2)CC1
  -20.7	-0.1%	-18.2%	-0.5	7.5	-6.2	-1.9	-6.1	-5.0
COc1ccc(NC(=O)C2CCN(C3=NS(=O)(=O)C(c4ccc(C)c(C)c4)=C3C)CC2)cc1OC
  4.4	12.2%	?	0.3	1.9	-7.4	-0.7	11.0	3.5
O=C(Nc1ccc(N2CCCC2)cc1)c1cccc(Cl)c1
  3.3	-2.1%	-7.5%	-0.4	0.0	0.4	-12.1	7.2	-1.1

# A portion of the library; count on the stated rates, not on these rows.
